Screening results: PubChem BioAssay, several laboratories
NRP1-CendR mod: modulators of CendR peptide binding to human neuropilin-1. hit rate 0.85% among 360,000. AID 602438. inhibition, % at 25 µM. FAM-RPARPAR peptide binding to NRP-1, fluorescence polarization. O14786;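 active means inhibition or corrected inhibition above about 18%, plus a signal ratio from 0.5 to 1.5, limit read from the data, passing the limit was not always enough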; further: strong numbers were not always called active
bovine MsrA act: activators of bovine methionine sulfoxide reductase A | purified bovine MsrA, absorbance read-out | activation, % at 10.6 µM | hit rate 0.3% among 360,000; in the data active means activation above about 7.5%;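 further: 0% = vehicle and 100% = reference activator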
MLLE-PAM2 inh: blocks PAM2 peptide binding to the PABP1 MLLE domain; P11940; GST-MLLE / FITC-PAM2 fluorescence polarization; inhibition, % at 20 µM; hit rate 0.36% among 360,000; AID 588489; in the data active means inhibition above about 35%, passing the limit was not always enough;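 further: plate controls were DMSO wells with GST-MLLE for no effect and wells lacking GST-MLLE protein for full effect; some results filed as inactive read as strong as hits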
Target sequence (P11940 whole entry, looked up, the tested form may be a part): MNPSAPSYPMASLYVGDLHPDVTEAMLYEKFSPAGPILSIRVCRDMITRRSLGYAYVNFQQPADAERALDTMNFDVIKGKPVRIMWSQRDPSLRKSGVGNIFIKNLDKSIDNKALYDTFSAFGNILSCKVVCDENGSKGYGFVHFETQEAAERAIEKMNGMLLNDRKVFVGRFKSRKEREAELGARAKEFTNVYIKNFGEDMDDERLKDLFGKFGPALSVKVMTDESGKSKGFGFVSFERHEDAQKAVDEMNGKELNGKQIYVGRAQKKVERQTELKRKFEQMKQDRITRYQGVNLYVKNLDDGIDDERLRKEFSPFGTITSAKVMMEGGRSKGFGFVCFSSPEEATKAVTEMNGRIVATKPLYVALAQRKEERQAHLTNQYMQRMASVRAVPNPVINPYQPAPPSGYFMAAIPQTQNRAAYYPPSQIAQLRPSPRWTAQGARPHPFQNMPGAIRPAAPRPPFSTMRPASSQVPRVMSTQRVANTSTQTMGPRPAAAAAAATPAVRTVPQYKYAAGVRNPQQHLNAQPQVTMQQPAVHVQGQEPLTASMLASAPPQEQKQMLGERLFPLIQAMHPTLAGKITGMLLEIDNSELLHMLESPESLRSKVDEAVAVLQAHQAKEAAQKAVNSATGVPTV
E coli Lon inh: inhibitors of E. coli Lon protease | P0A9M0 | purified E. coli Lon protease, fluorescence polarization | inhibition, % at 7.94 µM | hit rate 0.42% among 360,000; in the data active means inhibition above about 13%, passing the limit was not always enough;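 further: 0% = enzyme with probe and DMSO and 100% = no enzyme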
SKN-1 block: inhibitors of C. elegans SKN-1 | hit rate 0.49% among 360,000 | C. elegans VP596 Pgst-4::GFP/RFP ratio, acrylamide-induced, 24 h | inhibition, % at 21.8 µM;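 active means interference check ratio from 0.5 to 1.5 plus GFP to RFP signal ratio inhibition reaching or exceeding a fixed threshold, cut at about 30% in these data, passing the limit was not always enough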; further: some compounds called inactive have numbers as strong as hits
TbMetRS inhib: blocks T. brucei methionyl-tRNA synthetase activity. purified T. brucei MetRS, ATP depletion, Kinase-Glo luminescence. inhibition, % at 11.9 µM. hit rate 0.4% among 360,000. AID 624268;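 active means inhibition above a per-plate cutoff of the control wells' mean inhibition plus 3 SD, cut at about 5.5% in these data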;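 further: 0% = DMSO wells median and 100% = median of wells with control inhibitor compound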
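Material – parasite MetRS enzyme · Medium – HEPES-MgCl2-KCl buffer plus DTT, spermine, BSA, pyrophosphatase · Reagent – ATP, methionine and E. coli bulk tRNA substrates · Times – 15 min enzyme-compound preincubation, 2 h reaction, 10 min detection, 25 °C · Measured by – luminescence of leftover ATP · Evaluation – percent inhibition relative to median high and low control wells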
FAS TE block: blocks the thioesterase domain of human fatty acid synthase | P49327 | recombinant FAS-TE, OMFH fluorogenic substrate, fluorescence endpoint | inhibition, % at 15 µM | hit rate 0.67% among 360,000 | AID 602261;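 active means compounds whose normalised, plate-corrected inhibition of enzyme fluorescence in the single-dose primary screen is 50% or more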;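 further: 0% = DMSO with enzyme and 100% = substrate without enzyme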
MsrA inhibitor: inhibits bovine methionine sulfoxide reductase A; AID 651718; hit rate 0.75% among 360,000; inhibition, % at 15.5 µM; purified bovine MsrA, absorbance read-out; in the data active means inhibition above about 4.5%;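 further: 0% = vehicle wells with enzyme and 100% = reference inhibitor wells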
MT1-MMP act inh: MT1-MMP (human) activation inhibition; HT1080 RFP-PRO-GFP cells, GFP/RFP ratio fluorescence, overnight; percent of plate control window, DMSO zero; P50281; GFP/RFP ratio change, % at 20 µM; hit rate 0.061% among 360,000; AID 651647;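 active means GFP/RFP ratio change of at least 30% with cell ATP level not reduced by more than half and red fluorescence within 50% of control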; further: strong numbers were not always called active
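Assay system: HT1080 RFP-PRO-GFP cells | Dosing: 20 µM single dose, 1% DMSO | Incubation: Cells overnight before dosing, compound overnight, 37 °C, 5% CO2 | Evaluation: GFP/RFP fluorescence ratio | Control set: DMSO-only wells and HT1080 RFP-L50D-GFP cell wells as references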
* = called active by the depositor; x = no result given.

SMILES	NRP1-CendR mod	bovine MsrA act	MLLE-PAM2 inh	E coli Lon inh	SKN-1 block	TbMetRS inhib	FAS TE block	MsrA inhibitor	MT1-MMP act inh
CN(Cc1ccccc1)CC(O)COc1ccc(CNCCc2cccnc2)cc1 (stereo not drawn)	17	-7	9	-6	-7	-0.8	-5	-1.0	5
Clc1ccc(-c2nnc(-c3ccccc3)c(-c3c[nH]c4ccccc34)n2)cc1	-43	-4	5	-9	-14	-0.2	0	0.2	3
CCCc1[nH]nc2c1C(c1ccc(OC(=O)N3CCOCC3)cc1)C(C#N)=C(N)O2 (stereo not drawn)	-2	-3	5	-5	-11	-0.4	0	-0.9	-6
Cc1ccc(-n2ncc(Br)c(Br)c2=O)cc1	6	-4	4	-2	2	-0.3	6	x	-17
CCOC(=O)c1c(NC(C)=O)sc2c(O)c(CN3CCN(CC)CC3)ccc12	4	1	-7	5	11	0.0	-2	-0.8	11
CCOC(=O)c1nnc(-c2ccc(C)cc2)nc1Oc1ccccc1Cl	-11	4	-12	0	-5	-0.4	21	1.0	0
Cn1c(N)c(C(=O)COC(=O)c2cc(S(=O)(=O)N3CCOCC3)ccc2F)c(=O)n(C)c1=O	-4	-3	5	-5	3	-0.1	-3	0.8	9
COc1ccc(CCNC(=O)COC(=O)c2cnc(Cl)c(Cl)c2)cc1	-3	-7	-6	1	0	-0.4	2	-0.1	-1
COc1ccc(NC(=O)NNC(=O)c2ccc(Cl)cc2Cl)cc1OC	-2	-4	15	-12	1	0.2	-3	-0.1	2
CCOC(=O)CSc1nc2ccccc2c(=O)n1CC(C)C	8	-2	0	-4	-2	-0.8	11	0.3	0

Sorted by the number under E coli Lon inh (descending): some entries from above
molecule	NRP1-CendR mod	bovine MsrA act	MLLE-PAM2 inh	E coli Lon inh	SKN-1 block	TbMetRS inhib	MsrA inhibitor	MT1-MMP act inh
CCOC(=O)c1c(NC(C)=O)sc2c(O)c(CN3CCN(CC)CC3)ccc12	4	1	-7	5	11	0.0	-0.8	11
CCCc1[nH]nc2c1C(c1ccc(OC(=O)N3CCOCC3)cc1)C(C#N)=C(N)O2 (stereo not drawn)	-2	-3	5	-5	-11	-0.4	-0.9	-6
CN(Cc1ccccc1)CC(O)COc1ccc(CNCCc2cccnc2)cc1 (stereo not drawn)	17	-7	9	-6	-7	-0.8	-1.0	5

(next part)
SMILES	NRP1-CendR mod	bovine MsrA act	MLLE-PAM2 inh	E coli Lon inh	SKN-1 block	TbMetRS inhib	FAS TE block	MsrA inhibitor	MT1-MMP act inh
COc1ccc(C)cc1NC(=O)C(OC(=O)c1ccc(Cl)c(S(=O)(=O)N(C)c2ccccc2)c1)c1ccccc1 (stereo not drawn)	-7	-2	-11	-1	5	-0.7	26	1.1	-1
CC1=C(C(N)=O)C(c2cccs2)n2nc(-c3cccc(C)c3)nc2N1 (stereo not drawn)	6	-4	0	-9	-11	-0.4	-10	-1.4	-3
COc1ccccc1N1C(=O)C2C(c3ccccc3F)NN(C(=O)c3ccc(C)cc3)C2C1=O (stereo not drawn)	-16	-11	22	0	8	2.7	3	0.1	1
COc1ccc(OC)c(NS(=O)(=O)c2ccc(-n3cccn3)cc2)c1	-10	-1	6	-2	5	-0.3	-1	-0.4	2
COc1cc(Cl)c(S(=O)(=O)NCCCn2ccnc2)cc1Cl	9	-9	-15	-1	-11	-1.7	-8	-1.9	7
Cc1ccccc1NC(=O)C1CCCN(c2nnc(N3CCCC3=O)s2)C1 (stereo not drawn)	-9	-1	0	6	9	-1.3	0	-0.2	0
CCN1CCN(C(=O)Cn2nc(-c3ccc(Cl)cc3)ccc2=O)CC1	-17	-1	-2	-17	-2	0.1	-1	-0.8	-3
CCc1nc2ccc(C(=O)NCCOc3ccc(OC)cc3)cn2c1N(C)Cc1nccn1C	0	-2	19	1	3	0.1	-9	0.0	6
S=C(NCCc1cnc[nH]1)NC1CCCC1	-19	-2	13	8	-6	-0.6	-4	-1.4	2
O=C(OCc1ccc(Cl)c(Cl)c1)c1cnccn1	20	0	-5	4	0	-0.2	3	-0.7	2
CC(C)CC(c1nnnn1C(C)C)N1CCN(C(=O)c2ccco2)CC1 (stereo not drawn)	3	-3	-3	-11	-8	-0.4	-6	0.3	1
O=C(c1ccc(F)cc1)N1CCN2C(=O)c3ccccc3C12c1ccc(Cl)cc1 (stereo not drawn)	6	-2	0	-10	1	-0.5	17	0.6	1
CC1CCCC(C)N1C(=O)CSc1nnc(CSc2ncccn2)n1C (stereo not drawn)	0	-3	-7	-7	-14	-0.1	-5	-0.8	2
CCCCn1c(N)c(N(CC)C(=O)C2CCC2)c(=O)[nH]c1=O	10	-3	-32	-3	-12	-0.4	-5	0.1	4
NC(=O)C1(NC(=O)[C@@H]2CC3(CC(c4cccc(NC(=O)[C@@H]5CCC(=O)N5)c4)=NO3)CN2C(=O)c2cnccn2)CC1 (stereo partly drawn)	1	-6	2	-2	2	-0.3	-9	-0.6	0
CCn1c(CNC(=O)Cc2ccc(OC)cc2)n[nH]c1=S	-6	-2	-3	2	-9	-0.3	-3	0.0	4
Cc1ccc(S(=O)(=O)N2CCCC(C(=O)NCCc3ccc(Cl)cc3)C2)cc1 (stereo not drawn)	-9	0	7	-8	-12	-0.2	28	-0.5	-15
Cc1cc(Nc2c(C)n(C)n(-c3ccccc3)c2=O)n2c(nc3ccccc32)c1C#N	-3	-4	-7	3	11	-0.4	-8	0.5	-2
O=C(CSc1ccccc1F)NC(=O)NCc1ccco1	-6	-2	-2	3	-2	0.7	-3	-0.1	-2
COc1ccc(CNC(=O)COC(=O)c2cc(-c3cccs3)nc3ccccc23)cc1OC	2	-2	-5	11	6	-0.1	20	1.8	6
COC(=O)C1=CN(c2ccc(F)cc2)C=C(C(=O)OC)C1c1cccc([N+](=O)[O-])c1	1	-6	-5	-1	0	-1.5	26	0.5	-1
CN(Cc1ccccc1)C(=O)COC(=O)c1ccc(-n2cnnn2)cc1	9	-4	7	3	11	0.1	-4	1.0	3
CNc1ccc(Br)cc(C(=O)/C=C/c2cc(OC)ccc2OC)c1=O	-93	-5	-71	-19	3	0.3	-6	1.1	-20
CC(C)C(C(=O)OCC(=O)c1cccc([N+](=O)[O-])c1)N1C(=O)[C@@H]2[C@H]3CC[C@H](C3)[C@@H]2C1=O (stereo partly drawn)	6	-1	7	3	2	0.6	34	1.4	-1
NC(=O)[C@H]1CC2(CC(c3cccc(NC(=O)c4ccccc4)c3)=NO2)CN1C(=O)[C@H]1CCC(=O)N1 (stereo partly drawn)	2	-1	-12	-6	8	-0.2	-10	-1.0	3
O=C(CCCC(=O)NCc1ccccc1)NCc1ccccc1	-6	-1	6	0	12	0.1	-11	-1.7	7
O=C(NCc1n[nH]c(=S)n1-c1ccccc1Cl)c1ccc(S(=O)(=O)N2CCCCC2)cc1	7	2	-26	-4	12	1.3	-4	0.5	-2
COc1ccccc1CNC(=O)C[C@H]1CC[C@@H]2[C@H](COC[C@H](O)CN2Cc2ccc3c(c2)OCO3)O1	10	x	x	x	-2	0.2	x	-0.1	3
CC1(C(=O)Nc2ccc3c(c2)OCO3)CCN1C(=O)Cc1cccc2ccccc12 (stereo not drawn)	-6	-2	13	-8	17	-0.1	11	-0.8	0
COc1ccc(NS(=O)(=O)NC(=O)c2c[nH]c3ccccc23)cc1	0	-2	7	11	3	0.9	-9	0.2	1
COc1cc(-c2ccccc2)[nH]c(=S)n1	19	3	24	0	8	-0.2	-11	0.6	3
CCOC(=O)C1CCN(C(=O)COC(=O)c2ccccc2OCC)CC1	10	-4	0	-7	1	-0.2	-7	0.6	-2
CCOC(=O)c1ccc(NC(=O)[C@@H]2CCC(=O)N2C2OC(=O)c3c2ccc(OC)c3OC)cc1 (stereo partly drawn)	5	-6	-9	0	-12	0.0	-4	0.3	4
O=C(O)c1ccccc1C(=O)Nc1c(-c2ccccc2)nc2ccccn12	-6	-8	-6	-3	7	-0.8	-3	1.0	0
CC(Sc1nnnn1C)C(=O)NC1CCCc2ccccc21 (stereo not drawn)	-2	-1	22	-9	-11	-0.5	-3	-0.1	-3
CCCCCCC(C)n1[nH]c(=O)c2c(C)cc(C)nc21 (stereo not drawn)	1	-3	-7	0	10	0.0	6	-0.2	-1
Cc1ccc(Cl)cc1NC(=S)N1CCCCCC1	9	-7	-88	2	-1	-0.5	-4	x	5
CC(=O)Nc1cccc(NC(=O)c2ccccc2OCc2c(C)noc2C)c1	-1	-3	-4	-12	-8	-0.1	-6	1.2	-7
Cn1cc(CN(CCCN2CCOCC2)C(=S)Nc2cccc(Cl)c2)c2ccccc21	-6	-11	-90	-1	4	-1.0	27	-0.8	-5
CCN(CC)CCNc1nc(-c2ccco2)c2c(c1C#N)CC(C)(C)OC2	-10	-2	-9	-2	-5	0.5	-5	2.0	-4
COc1ccc(-c2noc(C3CCCN(C(=O)Nc4ccccc4)C3)n2)cc1 (stereo not drawn)	-4	-3	-17	3	5	-0.5	6	-0.6	-1
O=[N+]([O-])c1cccc(N/N=C/c2cc([N+](=O)[O-])ccc2O)c1	17	-15	0	-15	-3	-1.3	11	1.5	9
Cc1cc(N2CCN(C)CC2)n2nc(-c3ccc(Cl)cc3)nc2n1	2	-11	2	0	-2	-2.3	-2	-0.8	1
O=C(CSc1nnc(C2CCCCC2)n1-c1ccccc1)NCc1ccco1	-6	-9	-18	-2	-2	-1.6	2	1.5	1
O=C(COC(=O)C1COc2ccccc2O1)NC1CCS(=O)(=O)C1 (stereo not drawn)	-9	0	2	-2	8	0.1	-6	-0.3	-6
CCc1ccccc1NC(=O)CN1CCN(C(=O)c2cccc(-n3cnnn3)c2)CC1	-5	0	-2	-4	1	-0.2	-2	-0.1	0

4 entries from above, arranged by number of heavy atoms, rising:
SMILES	NRP1-CendR mod	bovine MsrA act	MLLE-PAM2 inh	E coli Lon inh	SKN-1 block	TbMetRS inhib	FAS TE block	MsrA inhibitor	MT1-MMP act inh
O=[N+]([O-])c1cccc(N/N=C/c2cc([N+](=O)[O-])ccc2O)c1	17	-15	0	-15	-3	-1.3	11	1.5	9
CCN(CC)CCNc1nc(-c2ccco2)c2c(c1C#N)CC(C)(C)OC2	-10	-2	-9	-2	-5	0.5	-5	2.0	-4
O=C(CSc1nnc(C2CCCCC2)n1-c1ccccc1)NCc1ccco1	-6	-9	-18	-2	-2	-1.6	2	1.5	1
CCc1ccccc1NC(=O)CN1CCN(C(=O)c2cccc(-n3cnnn3)c2)CC1	-5	0	-2	-4	1	-0.2	-2	-0.1	0
